G9a block: inhibitors of human histone lysine methyltransferase G9a; Q96KQ7; G9a H3K9 monomethylation, AlphaScreen, 2 h; Potency, µM (doses to about 102 µM), inactives show at the highest dose activity, negative = inhibition, most hits filed as inhibitors; 8.8% of 350,000 active; AID 504332; also: % is scaled to controls: 0 for no effect and ±100 for the full control effect; nearly all actives have a fitted effect of over 75% in size
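Signal arises when biotinylated H3K9 peptide, once monomethylated, bridges streptavidin donor and antibody-captured acceptor beads. Enzyme at 20 nM was preincubated 15 min with test compounds; peptide 500 nM and SAM 20 uM then reacted for 2 h.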
Pol beta inh: blocks human DNA polymerase beta activity; Potency, µM (highest dose often 114 µM), for inactives: at the top dose activity change, negative = inhibition, usual class: inhibitors; Pol beta primer extension/strand displacement, fluorescence kinetic; 1.3% of 340,000 active; P06746; AID 485314; also: % is scaled to controls: 0 for no effect and ±100 for the full control effect
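Preincubation: enzyme (10 nM) with compound, 15 min, RT. Reaction: substrate added to 50 nM final. Reads: 0 and 10 min. Analysis: normalized, Hill fit.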
BAZ2B inh: blocks human BAZ2B; Q9UIF8; AlphaScreen BAZ2B-H3K14Ac peptide displacement; Potency, µM (doses to about 114 µM), for inactives: at the top dose activity change, negative = inhibition, actives largely listed as inhibitors; 4.4% of 360,000 active; AID 504333; also: % is scaled to controls: 0 for no effect and ±100 for the full control effect; nearly all actives have a fitted effect of over 60% in size
Target sequence (Q9UIF8 whole entry, looked up): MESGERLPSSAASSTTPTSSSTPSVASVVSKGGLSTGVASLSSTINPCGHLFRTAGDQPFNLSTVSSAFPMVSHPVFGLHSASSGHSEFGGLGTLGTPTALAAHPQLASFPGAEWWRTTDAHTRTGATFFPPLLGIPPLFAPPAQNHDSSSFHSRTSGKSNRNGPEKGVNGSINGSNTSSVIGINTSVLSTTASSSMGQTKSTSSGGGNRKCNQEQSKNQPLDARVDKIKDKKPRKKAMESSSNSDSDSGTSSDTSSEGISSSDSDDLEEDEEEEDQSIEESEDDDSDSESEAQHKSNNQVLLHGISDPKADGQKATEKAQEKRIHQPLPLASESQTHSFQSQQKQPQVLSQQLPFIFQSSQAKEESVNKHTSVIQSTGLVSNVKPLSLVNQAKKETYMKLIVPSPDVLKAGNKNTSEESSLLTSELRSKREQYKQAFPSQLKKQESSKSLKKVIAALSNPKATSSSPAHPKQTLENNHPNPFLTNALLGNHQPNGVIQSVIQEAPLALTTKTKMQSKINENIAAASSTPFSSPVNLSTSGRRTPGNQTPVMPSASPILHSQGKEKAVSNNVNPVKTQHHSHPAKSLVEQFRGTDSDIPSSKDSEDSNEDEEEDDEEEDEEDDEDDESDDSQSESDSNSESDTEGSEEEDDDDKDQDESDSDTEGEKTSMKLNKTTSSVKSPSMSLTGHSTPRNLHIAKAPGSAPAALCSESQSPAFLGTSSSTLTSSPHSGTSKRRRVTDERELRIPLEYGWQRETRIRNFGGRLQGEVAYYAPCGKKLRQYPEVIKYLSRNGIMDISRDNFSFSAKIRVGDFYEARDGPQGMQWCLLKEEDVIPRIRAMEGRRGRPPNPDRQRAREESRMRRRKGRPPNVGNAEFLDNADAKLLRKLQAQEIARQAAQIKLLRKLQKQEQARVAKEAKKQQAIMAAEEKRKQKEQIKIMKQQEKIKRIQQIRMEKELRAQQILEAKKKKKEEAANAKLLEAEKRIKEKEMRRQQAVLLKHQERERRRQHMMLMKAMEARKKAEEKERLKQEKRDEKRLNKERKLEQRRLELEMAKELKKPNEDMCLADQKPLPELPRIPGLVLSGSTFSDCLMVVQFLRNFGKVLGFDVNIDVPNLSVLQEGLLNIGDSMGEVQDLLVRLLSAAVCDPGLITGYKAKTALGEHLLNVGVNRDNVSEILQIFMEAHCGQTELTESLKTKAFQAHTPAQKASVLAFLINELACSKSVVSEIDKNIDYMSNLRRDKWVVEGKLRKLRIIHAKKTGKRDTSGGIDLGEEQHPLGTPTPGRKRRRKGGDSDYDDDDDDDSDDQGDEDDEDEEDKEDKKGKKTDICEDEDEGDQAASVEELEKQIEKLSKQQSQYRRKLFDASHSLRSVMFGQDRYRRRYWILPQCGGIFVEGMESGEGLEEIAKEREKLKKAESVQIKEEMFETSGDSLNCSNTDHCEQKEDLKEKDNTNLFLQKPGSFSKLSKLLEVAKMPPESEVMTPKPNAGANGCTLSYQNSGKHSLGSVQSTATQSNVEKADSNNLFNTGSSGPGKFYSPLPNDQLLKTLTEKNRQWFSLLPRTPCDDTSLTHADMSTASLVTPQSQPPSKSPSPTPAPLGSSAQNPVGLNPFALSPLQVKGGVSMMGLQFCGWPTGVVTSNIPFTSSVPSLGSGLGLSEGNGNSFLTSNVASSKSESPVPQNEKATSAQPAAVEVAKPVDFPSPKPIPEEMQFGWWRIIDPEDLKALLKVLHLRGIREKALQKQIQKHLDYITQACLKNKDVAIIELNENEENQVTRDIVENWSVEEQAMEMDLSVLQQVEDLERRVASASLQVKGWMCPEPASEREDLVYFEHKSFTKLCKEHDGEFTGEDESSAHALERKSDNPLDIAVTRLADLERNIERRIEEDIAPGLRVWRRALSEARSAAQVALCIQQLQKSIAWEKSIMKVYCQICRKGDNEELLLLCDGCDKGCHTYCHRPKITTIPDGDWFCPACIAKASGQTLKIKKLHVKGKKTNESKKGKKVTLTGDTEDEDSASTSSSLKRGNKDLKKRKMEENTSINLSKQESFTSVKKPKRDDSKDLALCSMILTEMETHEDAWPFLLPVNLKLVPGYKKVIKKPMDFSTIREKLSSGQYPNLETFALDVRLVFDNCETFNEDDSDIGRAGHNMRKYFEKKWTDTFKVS
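BAZ2B 50 nM plus b-H3(5-23)K14Ac 50 nM, PBS pH 7.4/0.01% Tween-20, 30 min RT; compound added (max 110 uM), 30 min RT; streptavidin donor/Ni-chelate acceptor beads 10 ug/mL final, 20 min dark; AlphaScreen read.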
Pol eta inh: blocks human DNA polymerase eta activity | 1.2% of 390,000 active | Q9Y253 | recombinant Pol eta, fluorescent DNA replication assay | Potency, µM (highest dose often 114 µM), for the others: at the highest dose activity change, negative = inhibition, most hits filed as inhibitors | AID 588591; also: % is scaled to controls: 0 for no effect and ±100 for the full control effect
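Pol eta at 10 nM preincubated with compounds 15 min at room temperature; reaction started with fluorescent substrate (50 nM final) and read kinetically at 0 and 10 min.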
Apoferritin bind: binds horse apoferritin like a general anesthetic | Potency, µM (doses to about 77.5 µM), inactives show top-dose activity change, negative = displacement, usual class: inhibitors | 0.074% of 350,000 active | P02791 | apoferritin/1-aminoanthracene competitive binding, fluorescence; also: % is scaled to controls: 0 for no effect and ±100 for the full control effect; nearly all actives have a fitted effect of over 20% in size
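Read-out: endpoint 1-AMA fluorescence, excitation 380 nm and emission 535 nm, after compounds sit 10 min at room temperature with 10 uM horse-spleen apoferritin in 50% saturated 1-AMA/PBS. Values come from four-parameter Hill fits.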
APE1 inh: blocks human APE1 abasic DNA cleavage; P27695; recombinant APE1, TAMRA/BHQ-2 abasic DNA cleavage fluorescence; Potency, µM (titrated, usually from 65.8 µM), inactives show at the top dose activity change, negative = inhibition, hits mostly inhibitors; 0.35% of 350,000 active;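 also: plate controls were vehicle for no effect and reference inhibitor for full effect; nearly all actives have a fitted effect of over 55% in size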
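Incision of a quenched TAMRA/BHQ-2 THF abasic-site duplex (50 nM) by 0.75 nM APE1, after 15 min compound preincubation, measured as fluorescence increase over three 60 s reads. Values normalized to buffer, DMSO and NSC13755 control wells.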
POLI inh: inhibitors of human DNA polymerase iota. AID 588590. Q9UNA4. Potency, µM (series often up to 115 µM), inactives show at the top dose activity, negative = inhibition, hits mostly inhibitors. 1% of 390,000 active. Pol iota fluorescent replication assay, 10 min
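Fluorescent replication assay read twice, at 0 min and 10 min after adding 50 nM (final) substrate. Enzyme (10 nM) and compounds were first incubated 15 min at room temperature; enzyme-free buffer wells were negative controls.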
Pol kappa inh: blocks human DNA polymerase kappa activity | purified Pol kappa, fluorescent DNA synthesis assay, 10 min | Potency, µM (series often up to 107 µM), without a hit: top-dose activity, negative = inhibition, most hits filed as inhibitors | 0.53% of 400,000 active | AID 588579; also: % is scaled to controls: 0 for no effect and ±100 for the full control effect
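First, compounds were pin-transferred onto 10 nM Pol kappa. After 15 min at room temperature, substrate was added to 50 nM final. Fluorescence was then measured kinetically at 0 and 10 min.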
BLM inh: Bloom syndrome helicase (human) inhibition; recombinant BLM DNA unwinding, fluorescence dequenching; 0.2% of 350,000 active; AID 2528; Potency, µM (doses to about 56.1 µM), for the others: top-dose activity change, negative = inhibition, hits mostly inhibitors; P54132;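 also: plate controls were vehicle for no effect and no enzyme for full effect; nearly all actives have a fitted effect of over 35% in size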
* = called active by the depositor; u = inconclusive; x = no result given; & = joins results of further samples; [ ] = another dose, or the depositor's remark. Calls follow the shape of the dose curve; as a rule, active = well fitted curve in the direction sought with a large enough effect; inconclusive = small, poorly fitted or top-dose-only effect, or another doubt; inactive = no such curve, though single readings can be large; an effect the other way counts as inactive or inconclusive. Potency is read from the fitted curve at half-maximal effect. This is a subset; count on the stated rates, not on these rows.

The line under a structure holds: APE1 inh | Apoferritin bind | Pol kappa inh | G9a block | BLM inh | Pol eta inh | Pol beta inh | POLI inh | BAZ2B inh
C=CCNS(=O)(=O)c1ccc(N2C(=O)c3ccccc3C2=O)cc1
    3% | -20% | -2% | 8% | -2% | -15% | 24% | 10% | -2%
CCCN1CCN(C(=O)c2ccccc2-c2nc3ccccc3s2)CC1
    3% | -17% | -22% | 40µM* | -1% | 4% | 35%[activator] | 47%[activator] | -31%
CC(C)C(CCNC1CCN(C)CC1)c1ccc(Cl)cc1 (stereo unspecified)
    -4% | -2% | -10% | u | 1% | -20% | 68% | 44%[activator] | -36%
CCN1CCN(c2ccc(S(=O)(=O)N3CCOCC3)cc2NC(=O)c2sccc2C)CC1
    1% | x | -11% | 13µM* | x | -1% | x | 14% | -5%
CC(C)Cn1c(SCC(=O)NC(=O)NC2CCCC2)nc2ccccc21
    -1% | 78%[activator] | -9% | -7%[59 µM] | -12% | -3% | 2% | 16% | 0%
Cc1cc(C)nc(Nc2ccc(C(=O)O)cc2)n1
    2% | -8% | 0%[60.1 µM] | 5% | 2% | 6% | -5% | 13% | -28%
COCCCNC(=O)COC(=O)c1ccc(-c2nc3ccccc3s2)s1
    15% | -11% | -11% | 20% | -1% | -12% | 49% | 32% | -6%
CCC(C)c1ccc(NC(=S)NCCn2cc(Cl)cn2)cc1 (stereo unspecified)
    5% | u | -5% | x | -11% | -10% | 1% | 98%[activator] | -2%
COc1ccc(/C(O)=C2\C(=O)C(=O)N(Cc3ccco3)C2c2ccc(OC)cc2OC)cc1 (stereo unspecified)
    -12% | -20% | -4% | x | 2% | 0% | 24% | u | u
O=C(CCCC(=O)N/N=C/c1ccccc1C(=O)O)N/N=C/c1ccccc1C(=O)O
    20% | -4% | 8% | u | -5% | -17% | 23% | 18% | u
Cc1ccc(S(=O)(=O)c2cccc(S(=O)(=O)N3CCOCC3)c2)cc1S(=O)(=O)N1CCOCC1
    3% | -11% | 0% | 10%[59 µM] | 1% | 1% | 18% | 8% | 13%
O=C(COc1cccc(Br)c1)Nc1ccc(N2CCOCC2)cc1N1CCOCC1
    27% | x | -3% | -17%[2.33 µM] | x | -18% | x | 38%[activator] | -27%
CCC(C)NC(=O)COC(=O)c1csc2c1CCCC2 (stereo unspecified)
    2% | -6% | -3% | 54%[activator][59 µM] | 6% | -1% | -4% | -16% | 11%
Cc1ccc(CCNC(=O)c2ccc(CS(=O)(=O)c3ccccc3C)o2)cc1
    46%[activator] | -6% | 3% | 7% | -2% | -13% | 2% | -13% | u
CCOc1ccc(OCC)c(NC(=O)CCc2c(C)nc3c(c2C)c(=O)n(C)c(=O)n3C)c1
    x | 4% | -19% | 9%[59 µM] | -11% | -7% | 9% | -6% | -18%
CC(=O)Nc1ccc(S(=O)(=O)N=S(C)(C)=O)cc1
    u | -3% | -22% | -12%[59 µM] | 4% | -8% | 26% | 7% | 3%
CCCc1nnc(NC(=O)C2CCN(C(=O)c3ccco3)CC2)s1
    12% | 0% | 0% | -11% | -1% | -15% | 6% | 17% | -2%
Cc1nc2cc(N3CCN(C)CC3)c(NC(=O)Cc3ccccc3)cc2c(=O)n1Cc1ccccc1
    1% | u | -4% | u | 2% | -4% | 0% | 26% | -30%
CCOc1ccccc1C(=O)NCC(=O)N(C)Cc1ccccc1C
    -7% | 0% | -2% | 22% | 0% | -15% | 51% | u | 2%
CCc1nc(Nc2ccc(OC)c(OC)c2)c2nnn(Cc3ccccc3Cl)c2n1
    -6% | 123%[activator] | 3% | 24%[59 µM] | 4% | -15% | 2% | 25% | 1%
Cc1cccc(NC(=O)c2cccs2)n1
    12% | -11% | 0% | u | -3% | -10% | 33% | -8% | x
OC[C@H]1O[C@@H]2O[C@H]3[C@H](O)[C@@H](O)[C@@H](O[C@H]4[C@H](O)[C@@H](O)[C@@H](O[C@H]5[C@H](O)[C@@H](O)[C@@H](O[C@H]6[C@H](O)[C@@H](O)[C@@H](O[C@H]7[C@H](O)[C@@H](O)[C@@H](O[C@H]8[C@H](O)[C@@H](O)[C@@H](O[C@H]1[C@H](O)[C@H]2O)O[C@@H]8CO)O[C@@H]7CO)O[C@@H]6CO)O[C@@H]5CO)O[C@@H]4CO)O[C@@H]3CO
    -2% | x | -5%[60.1 µM] | 32%[59 µM] | -10% | x | x | x | x
COc1ccc(CCn2c(=O)c3cccnc3n(CC(=O)Nc3c(C)cccc3C)c2=O)cc1OC
    x | -3% | -4% | 1%[59 µM] | -10% | -15% | -1% | 48%[activator] | 1%
Cc1ccc(NC(=O)CCN2CCC(C(N)=O)CC2)cc1
    6% | 3% | -9% | 25%[0.501 µM] | -13% | -2% | 47% | 24% | 10%
CC(C)c1csc2nc3n(c(=O)c12)CCCCC3
    0% | -12% | -5% | -10%[59 µM] | -8% | -4% | 6% | -3% | -2%
CCCN(CCC)CCCNC(=O)Cn1ncc2c3ccccc3n(Cc3ccc(F)cc3)c2c1=O
    x | -3% | -21% | 11%[59 µM] | -12% | -13% | -1% | 24% | -1%
COc1cccc(C(=O)OCC(=O)NCCNC(=O)COC(=O)c2cccc(OC)c2OC)c1OC
    28% | -4% | -8% | 66%[activator] | 0% | -8% | u | -2% | 2%
COCCn1c(C)cc(O)c(C(c2ccc(F)cc2)N2CCN(c3ccccc3)CC2)c1=O (stereo unspecified)
    x | -14% | -7%[60.1 µM] | u | -5% | -2% | 5% | 6% | 4%
CC(C)CNC(=O)c1ccccc1NC(=O)Nc1ccccc1
    2% | -12% | -9% | 9% | -2% | 0% | 3% | 2% | -4%
C/C(=N\NC(=O)c1cccnc1)c1cc(C)oc1C
    0% | -16% | -1% | 10% | 3% | -5% | -25% | 63%[activator] | -20%

The line under a structure holds: APE1 inh | Apoferritin bind | Pol kappa inh | G9a block | BLM inh | Pol eta inh | Pol beta inh | POLI inh | BAZ2B inh
O=C(NCC(c1ccc2c(c1)OCO2)N1CCOCC1)C(=O)Nc1ccc(Cl)cc1 (stereo unspecified)
    x | -8% | -1%[60.1 µM] | 12%[59 µM] | -5% | -1% | u | -3% | -5%
CCCNC(=O)CSc1cn(CC(=O)N2CCCCCC2)c2ccccc12
    x | -8% | -8% | 9%[59 µM] | 1% | -9% | 37%[activator] | -6% | -10%
CCCCNC(=O)[C@]1(C)CCC[C@@]2(C)C3CC[C@@]4(C)C[C@]3(CCC21)CC4=O (stereo partly specified)
    -6% | x | -16% | 9%[0.501 µM] | x | -2% | x | 1% | 7%
CCOc1cc(/C=N/n2c(C)nc3ccccc3c2=O)ccc1O
    2% | -3% | -11% | 5% | -3% | 0% | 61% | 24% | -11%
Cc1ccc(OCC(=O)Nc2ccc(S(=O)(=O)N3CCOCC3)cc2)c(Br)c1
    8% | u | -19% | x | -3% | -7% | -4% | 0% | 1%
COc1ccc(C2=NS(=O)(=O)N(C)C(C(=O)NCc3ccccc3)=C2)cc1OC
    -11% | -10%&-14% | -10%&-27% | -5% | -5%&-6% | -18%&-19% | 3%&-19% | 12%&6% | 3%&-12%
CCc1ccc(S(=O)(=O)NCc2cccs2)cc1
    49%[activator] | u | -16% | 41% | -4% | -4% | 3% | 59%[activator] | 6%
CCn1c(CCC(=O)Nc2nc3c(s2)CCCC3)nc2cc(S(=O)(=O)N(C)C)ccc21
    -3% | -11% | -1% | u | -5% | -20% | 0% | 23% | -31%
CCCCC1=CC2=CC(=O)C(C)(OC(=O)CC)C(=O)C2=CN1CCOC (stereo unspecified)
    -3%[12.4 µM] | 4% | 0% | -19%[59 µM] | -2%[12.4 µM] | 0% | 2% | 35%[activator] | -17%
O=C1CSC2(C(=O)N(Cc3ccccc3)c3ccccc32)N1c1ccc(Cl)cc1 (stereo unspecified)
    x | 6% | -5%[60.1 µM] | -40%[59 µM] | -7% | 6% | -29% | -5% | 4%
Cc1cccc(C(=O)OCC(=O)c2c(N)n(CC(C)C)c(=O)n(C)c2=O)c1O
    6% | x | -13% | 1%[12.7 µM] | x | u | x | u | 1%
O=C(COc1ccc(Cl)cc1)Nc1c(-c2cccs2)nc2ccccn12
    1% | 6% | 3% | -11% | -8% | u | -25% | u | -7%
CC(=O)N1C(=O)C2(C(C#N)=C(N)Oc3n[nH]c(-c4ccccn4)c32)c2ccccc21 (stereo unspecified)
    27% | -12% | 3% | -9%[2.33 µM] | -3% | -10% | -6% | u | -32%
Cc1sc(-c2ccccn2)nc1OC(=O)c1ccc(Cl)cc1
    -2% | -4% | 2% | u | 2% | -10% | 9% | 27% | 1%
CCC1(c2ccccc2)NC(=O)N(CC(=O)Nc2cccnc2Cl)C1=O (stereo unspecified)
    -4% | x | -11% | x | x | 1% | x | -9% | -1%
Cc1nnc(SCC(=O)Nc2cccc(S(=O)(=O)NC3=NCCCCC3)c2)n1Cc1ccccc1
    6% | -8% | -23% | 4% | 0% | -5% | -21% | -20% | -16%
O=C(CCl)Nc1cc(SCC(O)CO)cc([N+](=O)[O-])c1 (stereo unspecified)
    5% | -3% | -15% | 50µM* | -4% | -11% | 24% | 14% | -36%
Cc1ccccc1C(=O)NCc1nnc(SCC(=O)N2c3ccccc3Sc3ccccc32)n1C
    2% | -23% | 2% | u | -3% | -10% | 24% | 4% | -5%
COC(=O)NC1CSCC1OC(=O)CCN1C(=O)c2ccccc2C1=O (stereo unspecified)
    9% | 1% | 0% | 1%[12.7 µM] | -1% | -9% | 29% | 6% | 7%

Taken from the results shown, four compounds:
The line under a structure holds: APE1 inh | Apoferritin bind | Pol kappa inh | G9a block | BLM inh | Pol eta inh | Pol beta inh | POLI inh | BAZ2B inh
C=CCNS(=O)(=O)c1ccc(N2C(=O)c3ccccc3C2=O)cc1
    3% | -20% | -2% | 8% | -2% | -15% | 24% | 10% | -2%
CCCN1CCN(C(=O)c2ccccc2-c2nc3ccccc3s2)CC1
    3% | -17% | -22% | 40µM* | -1% | 4% | 35%[activator] | 47%[activator] | -31%
CC(C)C(CCNC1CCN(C)CC1)c1ccc(Cl)cc1 (stereo unspecified)
    -4% | -2% | -10% | u | 1% | -20% | 68% | 44%[activator] | -36%
CCN1CCN(c2ccc(S(=O)(=O)N3CCOCC3)cc2NC(=O)c2sccc2C)CC1
    1% | x | -11% | 13µM* | x | -1% | x | 14% | -5%
